Source: PubChem
AMA1-RON2 inh: inhibitors of Plasmodium falciparum AMA1-RON2 interaction. Potency, µM (series often up to 58.2 µM), without a hit: at the highest dose activity change, negative = inhibition, actives largely listed as inhibitors. 360,000 tested, 0.2% active. AlphaScreen AMA1-biotinylated RON2 peptide binding;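 note: potency is the fitted concentration of half-maximal effect; 0% = vehicle wells and -100% = peptide control; nearly all actives have a fitted effect of over 45% in size; some results filed as inactive show a strong effect at the top dose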
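AMA1 (3D7) with his tag at 25 nM final met compounds first, then biotinylated RON2 peptide at 25 nM; detection used donor plus acceptor beads, 10 µg/mL apiece, read by AlphaScreen after 30 min at room temperature.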
Pf growth 48h: inhibits P. falciparum growth in the first generation, 48 h. 310,000 tested, 5.9% active. P. falciparum luciferase growth in erythrocytes, 48 h. Potency, µM (doses to about 28.7 µM), without a hit: at the highest dose activity change, negative = inhibition, usual class: inhibitors. AID 504832; note: potency is the fitted concentration of half-maximal effect; % is set by controls: 0 for no effect and ±100 for the full control effect
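First compound was added to culture medium, then infected red cells at 0.1% parasitemia and 2% hematocrit (final). After incubation at 37 C under 5% CO2, luciferase detection reagent was dispensed and light output recorded.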
Pf growth 96h: inhibits malaria parasite growth, 96 h; Potency, µM (doses to about 28.7 µM), inactives show at the top dose activity change, negative = inhibition, usual class: inhibitors; P. falciparum luciferase reporter growth, 96 h; 320,000 tested, 6.9% active; AID 504834; note: potency is the fitted concentration of half-maximal effect; % is set by controls: 0 for no effect and ±100 for the full control effect
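Infected RBCs, 2% Hct / 0.05% parasitemia final; luciferase-reporter P. falciparum; cpd 96 h, 37 C, 5% CO2; luciferase detection reagent; luminescence.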
Shiga toxin inh: inhibitors of Shiga toxin in Vero cells. Vero cells, Shiga toxin protein synthesis inhibition reporter. 290,000 tested, 9.2% active. AID 2315. inhibition, % at 38.7 µM; in the data active = inhibition mostly above about 28%, no sharp cut-off; inactive = mostly below about 43%; note: 0% is about no effect
Tb PYK inh: inhibitors of Trypanosoma brucei pyruvate kinase; TbPYK enzyme, Kinase-Glo Plus ATP luminescence, 45 min; Potency, µM (series often up to 76.8 µM), for inactives: at the highest dose activity, negative = inhibition, hits mostly inhibitors; 410,000 tested, 0.12% active; AID 624173; note: potency is the fitted concentration of half-maximal effect; % is set by controls: 0 for no effect and ±100 for the full control effect; nearly all actives have a fitted effect of over 50% in size
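Luminescence from Kinase-Glo Plus, added after a 45-minute room-temperature reaction, served as the end-point read-out. The enzyme and substrate were preincubated with compound before ADP (130 uM final) initiated turnover. Concentration-effect curves came from normalized qHTS data.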
CHX counter: counter-screen hit for Shiga toxin inhibitors, cycloheximide | cell reporter, cycloheximide protein synthesis inhibition counterscreen | max response, % | AID 2314 | 300,000 tested, 12% active; in the data active = max response mostly above about 13%, no sharp cut-off; inactive = mostly below about 14%; note: read at 38.3 µM for the half of the compounds with a filed dose; 0% is about no effect
LmPK inh: LmPK (Leishmania mexicana) enzyme inhibition. Q27686. 290,000 tested, 0.37% active. purified LmPK, Kinase-Glo ATP luminescence, 1 h. Potency, µM (series often up to 57.5 µM), inactives show at the highest dose activity change, negative = inhibition, actives largely listed as inhibitors; note: potency is the fitted concentration of half-maximal effect; % is set by controls: 0 for no effect and ±100 for the full control effect
Target sequence (Q27686 whole entry, looked up): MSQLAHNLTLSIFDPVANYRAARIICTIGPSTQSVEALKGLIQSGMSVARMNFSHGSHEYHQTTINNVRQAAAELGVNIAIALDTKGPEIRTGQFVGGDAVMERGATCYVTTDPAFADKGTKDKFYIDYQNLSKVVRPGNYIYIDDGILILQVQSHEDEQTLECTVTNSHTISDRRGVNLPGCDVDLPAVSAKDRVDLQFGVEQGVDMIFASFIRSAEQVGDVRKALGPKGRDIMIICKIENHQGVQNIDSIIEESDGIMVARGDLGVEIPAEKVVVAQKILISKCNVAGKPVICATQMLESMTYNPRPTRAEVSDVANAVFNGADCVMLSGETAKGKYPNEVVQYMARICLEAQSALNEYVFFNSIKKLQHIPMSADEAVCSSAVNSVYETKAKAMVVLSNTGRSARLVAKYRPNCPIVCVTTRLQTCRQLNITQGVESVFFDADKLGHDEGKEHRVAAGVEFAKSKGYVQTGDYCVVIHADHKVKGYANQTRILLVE
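Pyruvate kinase activity monitored as ATP production (luciferase luminescence). Conditions: 0.1 nM enzyme, 0.5 mM PEP, 0.1 mM ADP, 1 h, RT; normalized against uninhibited and no-enzyme wells.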
Starred values were filed as active, the others as inactive; ? = inconclusive; nt = no result given; [ ] = another dose, or the depositor's remark. Unless noted, calls come from the whole dose curve; as a rule, active = well fitted curve in the direction sought with a large enough effect; inconclusive = small, poorly fitted or top-dose-only effect, or another doubt; inactive = no such curve, though single readings can be large; an effect the other way counts as inactive or inconclusive.

SMILES	AMA1-RON2 inh	Pf growth 48h	Pf growth 96h	Shiga toxin inh	Tb PYK inh	CHX counter	LmPK inh
CC1(C(=O)Nc2nc3ccccc3s2)CC1(Br)Br (configuration not stated)	0%	10%[0.00184 µM]	-13%	94*	-7%	44*	2%
Cc1c(O)cc2c(c1O)C(=O)CC(c1ccc(O)cc1)O2 (configuration not stated)	-22%	40%[activator]	120%[activator]	-11	-6%	0	1%
CC(C)(C)OC(=O)CC[C@@H](C(=O)N1CCN(C(=O)OC(C)(C)C)CC1)n1cc(C(Cc2ccc(O)cc2)NC(=O)OC(C)(C)C)nn1 (some centres not stated)	-5%	?	4.7µM*	1	-3%	1	5%
COc1cc(-c2cc(C(=O)Nc3ccc(S(N)(=O)=O)cc3)c3ccccc3n2)cc(OC)c1OC	-3%	?	?	-5	4%	-1	-1%
CCCn1c(SCC(=O)NCc2ccc(C)cc2)n[nH]c1=O	10%	5%	1%	-5	2%	6	-1%
C=CCNC(=S)N1CCN(c2ncc3c(=O)c(C(=O)O)cn(CC)c3n2)CC1	-8%	-6%	?	-14	-15%	-7	-8%
COc1cccc(-n2nnc3c(=O)n(Cc4ccc(F)cc4)cnc32)c1	1%	-3%	?	-10	0%	-8	5%
CCCn1cnc2cc(NCc3cccc(OC)c3)ccc21	-24%	?	nt	35*	-21%	24*	-1%
O=C(CN(C(=O)c1csnn1)c1ccc(F)c(Cl)c1)NCc1ccc2c(c1)OCO2	-19%	12%	5%	26	-23%	-2	-7%
Cc1cc(N2CCCC2)ccc1NC(=O)COc1ccccc1	-16%	15µM*	?	nt	-12%	nt	nt
COCC(C)n1c(C)cc(C(=O)COc2ccc(S(=O)(=O)N3CCOCC3)cc2Cl)c1C (configuration not stated)	-11%	13µM*	nt	-2	0%	6	1%
Cc1nn(Cc2ccccc2Cl)c(C)c1NC(=O)CCCn1nc(C)c([N+](=O)[O-])c1C	0%	?	?	-16	8%	-4	-4%
O=C(COC(=O)c1ccc(Cl)nc1)Nc1nnc(-c2ccccc2)o1	29%	-3%	?	nt	6%	nt	nt
Cc1ccccc1NC(=O)Cn1nc(C(F)(F)F)cc1C1CC1	-2%	nt	12%	-5	-7%	9	-7%
CCC(C)(C)n1nnnc1C(c1ccc(OC)c(OC)c1)N1CCN(c2ccc(F)cc2)CC1 (configuration not stated)	-13%	13µM*	nt	-6	1%	-2	5%
COc1ccc(Cc2[nH]n3c(=O)cc(C)nc3c2-c2ccccc2)cc1	22%	-1%	5%	19	3%	-3	1%
O=C(NCCc1c[nH]c2ccccc12)C(=O)NCC(c1ccco1)N1CCN(c2ccccc2F)CC1 (configuration not stated)	-13%	-22%	?	-7	3%	-3	2%
Cc1cccc(N2CCN(C(=O)CNC(=O)C3CCCCC3)CC2)c1C	-22%	?	-28%	nt	5%	nt	nt
Cc1ccc(S(=O)(=O)Nc2cccnc2)cc1C	0%	-6%	-37%	-13	0%	-5	1%
COC(=O)CCC(=O)NNC(=O)c1cccc(Br)c1	-7%[2.32 µM]	12%	?	-7	-7%	-3	0%
O=C(CSc1nc2c(sc3ccccc32)c(=O)n1CCO)NCc1ccco1	-9%	32%	96%[activator]	-12	3%	-3	5%
Cc1ccc2ncccc2c1NC(=S)NC(=O)c1ccccc1	17%	?	48%[activator]	-6	-2%	11	-10%
Cc1ccc(C)c(/C=N/NC(=S)NC(C)C)c1	21%	?	13µM*	5	-5%	-2	5%
COc1ccc(OC)c(-c2c[n+](=O)c3c(n2[O-])CCCC3)c1	-11%	15%	-6%	-4	3%	-4	-4%
Cc1ccc(Cl)cc1N1CCN(CCCNC(=O)c2nnc(Cc3cccc(Cl)c3)o2)CC1	nt	nt	nt	-3	7%	-5	nt
COc1ccc(OC)c(NC(=O)CSc2nnc(C3CCCCC3)n2N)c1	2%	?	-29%	nt	-5%	nt	nt
CCCCN(Cc1ccccc1)C1CCN(CCc2ccccc2)CC1	-27%	?	35%[activator]	-17	-7%	1	0%
CC(c1ccccc1)n1c(Br)nc2c1c(=O)[nH]c(=O)n2C (configuration not stated)	0%	11%	?	nt	-1%	-4	2%
O=C(NCCc1c[nH]c2ccccc12)C1CCN(Cc2ccc(Br)cc2)CC1	-18%	?	?	-5	-11%	-1	8%
COc1cccc(C(=O)NNC(=O)C2CC(C)=C(C)CC2C(=O)O)c1 (configuration not stated)	15%	11%	-1%	37*	3%	2	-1%
COC(=O)C1(CCSC)NC(c2ccccc2OC)C2C(=O)N(C)C(=O)C21 (configuration not stated)	13%	5%	-2%	-19	-2%	-8	-3%
CCOc1cccc2sc(N(CCCN(C)C)C(=O)c3ccc(S(=O)(=O)N(C)c4ccccc4)cc3)nc12	-18%	?	?	-23	-4%	-8	6%
CCCNC(=O)c1ccccc1NC(=O)COc1cccc2c1OC(C)(C)C2	1%	?	?	nt	-1%	nt	nt
CN(CCC#N)C(=O)COC(=O)c1ccc(Cl)c(S(=O)(=O)N(C)c2ccccc2)c1	14%	-5%	37%[1.15 µM]	-13	-1%	2	1%
CCCOC(=O)CCn1c(=S)oc2ccccc21	2%	12%	10%	76*	-1%	39*	2%
C/C(=N\NC(=O)CNC(=O)C1COc2ccccc2O1)c1ccc(Cl)cc1 (configuration not stated)	13%	-6%	?	11	1%	2	3%
COc1ccc(-n2cnnc2SCC(=O)Nc2cccnc2Cl)cc1	-12%	-3%	-3%	-4	-2%	-1	5%
CCOC(=O)CNC(=O)c1ccc2c(c1)OCCO2	10%	74%[activator]	?	59*	-7%	46*	-5%
CS(=O)(=O)N1CCCC(C(=O)Nc2ccc(F)c(F)c2)C1 (configuration not stated)	10%	23%	13%	nt	-7%	nt	nt
CN1CCN(c2nc(-c3ccc(Cl)c(Cl)c3)nc3ccccc23)CC1	nt	-25%	?	-5	nt	7	0%
CCCCCCCCCS(=O)(=O)N/N=C/c1cccc([N+](=O)[O-])c1	-7%	11%	nt	9	-4%	-3	1%
O=C(CN1CCCC1=O)NC1CCCc2c1cnn2-c1cc(F)cc(F)c1 (configuration not stated)	3%	-3%	26%	26	2%	22*	7%
O=C1N(c2ccccc2)C(c2cccnc2)N2CCCN12 (configuration not stated)	3%	18%	100%[activator]	26	-1%	11	-7%
Cc1ccc(-c2n[nH]c(=S)n2/N=C/c2sccc2C)cc1	57%[activator]	73%[activator]	0%	2	-14%	4	-9%
Cc1cccc(C(=O)Nc2ccccc2NC(=O)c2cccc(C)c2)c1	7%	3%[0.00184 µM]	75%[activator]	2	2%	0	0%
Cc1nc2c(-c3ccc(Cl)cc3)c(C)[nH]n2c(=O)c1Cc1ccccc1	76%[activator]	?	-12%	11	-4%	3	-3%
Cc1c2c(n3c(nc4ccccc43)c1C#N)N(CCN1CCOCC1)CC2	-8%	?	?	-24	-16%	6	-5%
O=C(CSc1nnc(SCc2ccc(Cl)cc2)s1)N/N=C/c1c[nH]c2ccccc12	-20%	34%[activator]	12%	10	-6%	8	-5%
CN1CCC(N(C)S(=O)(=O)c2ccc(NC(=O)c3cccc(C#N)c3)cc2)CC1	2%	?	?	nt	3%	nt	nt
Cc1cccc(-n2ncc3c(N4CC(C)CC(C)C4)ncnc32)c1 (configuration not stated)	1%	nt	-91%	80*	2%	39*	6%
O=S1(=O)CCOC[C@H](c2ccccc2)N1Cc1cccc(F)c1	-5%	14%	48%[activator]	-2	-4%	-3	1%
CCN(CC)c1ccc(C=O)c(OC)c1	-3%	-6%	156%[activator]	-7	1%	3	2%
O=C(O)[C@H](Cc1ccccc1)NC(=O)N1CCN(c2cccc(C(F)(F)F)c2)CC1	10%	-3%	4%	-5	2%	4	1%
CC1CCCCC12NC(=O)N(CC(=O)c1ccc(Cl)s1)C2=O (configuration not stated)	19%	-9%	-8%	1	7%	-4	0%
CC(=O)c1c(C)[nH]c(C(=O)CSc2nnc(N)s2)c1C	-2%	34%[activator]	0%	34	5%	29	-12%
CCc1ccc(CCC(=O)Nc2ccc(C)cc2C)o1	-3%	9%	16%	-3	3%	1	1%
O=C(CCN=C1NS(=O)(=O)c2ccccc21)OCC(=O)c1ccc(F)cc1	-6%	-5%	4%	nt	1%	nt	nt
CCN1c2ccccc2-c2nc3ccccc3n2C1c1cccnc1 (configuration not stated)	-2%	9.3µM*	-2%[5.75 µM]	19	9%	0	4%
CC(=O)N(c1nc(/C=C\C(=O)O)cs1)c1ccccc1F	13%	60%[activator]	46%[activator]	2	-2%	-2	-1%
Cc1ccccc1N(C(=O)CCC(=O)Nc1ccccn1)C(C(=O)NC(C)C)c1ccc(F)cc1 (configuration not stated)	9%	-9%	-16%	-8	0%	-2	-2%

Next section (three carried over from the part before).
SMILES	AMA1-RON2 inh	Pf growth 48h	Pf growth 96h	Shiga toxin inh	Tb PYK inh	CHX counter	LmPK inh
CCN1c2ccccc2-c2nc3ccccc3n2C1c1cccnc1 (configuration not stated)	-2%	9.3µM*	-2%[5.75 µM]	19	9%	0	4%
CC(=O)N(c1nc(/C=C\C(=O)O)cs1)c1ccccc1F	13%	60%[activator]	46%[activator]	2	-2%	-2	-1%
Cc1ccccc1N(C(=O)CCC(=O)Nc1ccccn1)C(C(=O)NC(C)C)c1ccc(F)cc1 (configuration not stated)	9%	-9%	-16%	-8	0%	-2	-2%
CC(C)(C)c1ccc(OCCNCc2ccccc2)cc1	-19%	-16%	-21%	nt	11%	1	2%
CCCCn1c(N)c(N(C)C(=O)c2cn(-c3ccccc3)nc2-c2ccccc2)c(=O)[nH]c1=O	-1%	-29%	?	nt	-3%	nt	nt
O=C(Cn1nc(-c2ccco2)ccc1=O)Nc1cc(C(F)(F)F)ccc1Cl	-1%	2%	-28%	25	-12%	16	3%
CC(C)(O)C(=O)NNC(=S)NCc1ccco1	44%[activator]	0%	120%[activator]	-11	-3%	-1	-1%
CC(/C=C/c1ccc(Cl)o1)=C\C(=O)O	5%	14%	1.5µM*	26	-6%	1	-11%
CCOC(=O)NCN1C(=O)C2C3C=CC(C3)C2C1=O (configuration not stated)	5%	4%	88%[activator]	19	3%	3	3%
